HTR2A ag – mouse Htr2a agonists via beta-arrestin recruitment, primary screen, cell-based, luminescence; 5-hydroxytryptamine receptor 2A (Mus musculus), P35363; CHO-K1 mHTR2A beta-arrestin complementation; percent of 30 µM serotonin response; activation, % at 7.6 µM; actives 0.66% (n = 360,000); AID 624169, 2012;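 active = activation above a run cutoff, the mean activation of all tested compounds plus 3 SD, cut at about 14% in these data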;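 note: 0% = plate median of compound wells and 100% = 30 µM serotonin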
H9c2 protect – cardioprotection against H2O2-induced cell death, primary screen, uHTS, H9c2 cells, ATPLite luminescence; actives 0.63% (n = 360,000); protection from H2O2 cell death, % at 20 µM; H9c2 cardiomyocytes, H2O2 injury protection, 2 h;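 active = compounds giving at least 50% protection of heart cells from peroxide-induced death in the single-dose screen, raw or plate-pattern-corrected value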;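 note: 0% = DMSO wells with peroxide and 100% = DMSO wells without peroxide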
CaV13 ICDI inh – Disruptors of the CACNA1D IQ motif to Ca2+-dependent inactivation inhibitor domain association, primary screening, Förster resonance energy transfer in intact living … | HEK cells, CFP/YFP FRET ICDI-IQ, plate reader, 10 min; percent FRET-ratio fall versus neutral wells | inhibition, % at 12.3 µM | actives 0.098% (n = 340,000) | AID 743397;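 active = mean replicate inhibition of at least 30% and at least 1% of replicates passing that level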;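 note: 0% = median of the neutral control wells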
aDG glyco up – activators of alpha-DG glycosylation, primary screen, uHTS, Pro5-aDG cells, AlphaScreen; alpha-DG glycosylation AlphaScreen (IIH6); 0% Pro5, 100% B10-LARGE cell signal; activation, % at 10 µM; actives 0.22% (n = 360,000);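 active = activation of at least 8% versus controls, or a plate z-score of at least 8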;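 note: Pro5 are CHO cells carrying HIG-tagged alpha-DG that lacks glycosylation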
Vif inh – HIV Vif self-association inhibitors, primary screen, imaging, HEK293T, single point; actives 0.35% (n = 340,000); AID 602346, 2012; HEK293T cells, Vif self-association by quenched fluorescence, 24 h; inhibition, % at 7.49 µM; in the data active = inhibition above about 50%, passing the limit was not always enough; note: some results filed as inactive read as strong as hits
ABCB6 inh 2 – ABCB6 transporter inhibitors, primary screen, K562-ABCB6 cells, flow cytometry, MLPCN library | actives 0.19% (n = 360,000) | K562-ABCB6 porphyrin accumulation, 1 h; stronger effect = lower value | fluorescence ratio to DMSO, % at 10 µM;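 active = fluorescence ratio to DMSO below 75%, the collection mean minus 3 SD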;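 note: signal is porphyrin accumulated inside mitochondria; 100% equals median channel fluorescence of DMSO control wells; lower ratio means ABCB6 inhibition with less porphyrin fluorescence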
PDI turbidity – inhibitors of human PDI, primary screen, biochemical, turbidity, single point, plate reader; inhibition, % at 10 µM; Protein disulfide-isomerase (Homo sapiens), P07237; PDI insulin aggregation turbidity, A650, 90 min; actives 0.052% (n = 350,000);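 active = mean inhibition across replicates of 30% or more, whatever share of single replicates reach that level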;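 note: absorbance from insulin aggregation driven by PDI reduction with DTT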
Target sequence (P07237 whole entry, looked up): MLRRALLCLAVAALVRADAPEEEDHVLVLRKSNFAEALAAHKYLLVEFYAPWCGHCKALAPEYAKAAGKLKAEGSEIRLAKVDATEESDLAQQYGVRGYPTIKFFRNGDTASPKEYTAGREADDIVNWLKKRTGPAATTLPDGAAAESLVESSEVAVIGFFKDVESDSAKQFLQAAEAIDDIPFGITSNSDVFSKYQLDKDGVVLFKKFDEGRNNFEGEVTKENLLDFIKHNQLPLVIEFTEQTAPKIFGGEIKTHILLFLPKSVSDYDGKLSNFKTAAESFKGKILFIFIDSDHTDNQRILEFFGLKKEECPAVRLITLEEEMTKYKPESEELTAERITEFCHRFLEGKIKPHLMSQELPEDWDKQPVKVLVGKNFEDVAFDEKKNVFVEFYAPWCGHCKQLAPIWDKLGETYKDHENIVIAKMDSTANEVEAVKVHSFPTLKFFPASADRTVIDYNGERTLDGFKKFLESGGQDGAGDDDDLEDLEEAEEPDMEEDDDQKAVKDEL
N-glyco inh – increase of ERlucT glycosylation luciferase signal, primary screen, N-linked glycosylation inhibitor project, D54 ERlucT cells, luminescence, set 2; AID 588692, 2011; D54 ERlucT glycosylation luciferase reporter, 24 h; percent of 100 nM tunicamycin response; actives 0.23% (n = 360,000); reporter increase, % at 12.5 µM;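 active = mean luciferase reporter signal, scaled so untreated is 0 and the glycosylation-blocking control 100, at or above a set limit in every replicate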;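 note: luciferase carries N-glycosylation sites so blocking glycosylation raises the light; 0% = median of neutral control wells and 100% = median of 100 nM tunicamycin wells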
MC4R ag barr – MC4R agonists recruiting beta-arrestin, primary screen, cell-based, luminescence, agonist arm of biased-ligand search; activation, % at 8.9 µM; U2OS MC4R beta-arrestin complementation; percent of melanotan II response, DMSO zero; actives 0.98% (n = 360,000); AID 540308, 2011;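 active = activation above a per-plate cutoff, the mean activation of sample wells on that plate plus 3 SD, cut at about 8% in these data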
Target sequence (P32245 whole entry, looked up): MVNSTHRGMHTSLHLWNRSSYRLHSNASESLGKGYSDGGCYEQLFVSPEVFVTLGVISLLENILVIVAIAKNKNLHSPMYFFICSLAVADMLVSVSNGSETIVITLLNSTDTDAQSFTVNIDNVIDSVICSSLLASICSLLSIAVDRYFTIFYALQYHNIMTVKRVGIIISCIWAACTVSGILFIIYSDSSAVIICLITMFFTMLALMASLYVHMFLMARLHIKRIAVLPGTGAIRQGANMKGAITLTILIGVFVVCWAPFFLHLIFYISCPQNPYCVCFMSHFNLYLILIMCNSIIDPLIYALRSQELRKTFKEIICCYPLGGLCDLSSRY
MC4R antagonist – MC4R antagonists of cAMP signaling, primary screen, cell-based, TR-FRET, antagonist arm of biased-ligand search. Melanocortin receptor 4 (Homo sapiens), P32245. MC4R-expressing cells, MTII-stimulated cAMP, LANCE TR-FRET. inhibition, % at 6.5 µM. actives 0.48% (n = 360,000). AID 540295, 2011;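 active = inhibition above its plate's cutoff, the mean of tested wells on that plate plus 3 SD, cut at about 29% in these data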;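 note: 0% = Melanotan II alone and 100% = Melanotan II plus saturating MCL0020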
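Assay system: U2OS cells stably expressing human melanocortin 4 receptor (MC4R) / Dosing: 6.5 µM / Timing: compound 30 min, challenge 1 h, detection 1 h / Measured by: Eu-cAMP/anti-cAMP TR-FRET, emission 671 nm / Replicates: singlicate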
Active calls of the source: *; nt = not tested or not shown.

canonical_smiles	HTR2A ag	H9c2 protect	CaV13 ICDI inh	aDG glyco up	Vif inh	ABCB6 inh 2	PDI turbidity	N-glyco inh	MC4R ag barr	MC4R antagonist
Cc1cc(N/N=C/c2ccccc2Br)nc2ccccc12	0	-11	-4	-0.4	-3	100	-2	2	-1.1	4
S=c1[nH]ncn1-c1ccccn1	3	6	-1	0.0	nt	95	-2	-2	-0.6	4
O=C(NNC(=O)C1COc2ccccc2O1)c1ccccc1O (stereo not drawn)	-4	0	-5	0.0	nt	97	-5	3	-2.8	9
O=C(COC(=O)[C@H](Cc1ccccc1)NC(=O)c1ccco1)Nc1ccccc1OC(F)F	5	11	-4	-0.2	-5	94	10	-1	-2.6	18
COc1ccc(-c2nsc3c(N4CCCC4)ncnc23)cc1	0	-38	-6	0.2	26	97	-9	-11	1.5	2
Cn1c(-c2ccc(C(F)(F)F)cc2)cc2onc(-c3ccccc3)c2c1=O	0	-5	-11	0.3	2	96	2	-16	-2.4	-1
O=c1oc(-c2ccc([N+](=O)[O-])cc2)nc2ccc(O)cc12	2	0	-7	-0.6	7	105	12	4	-1.0	0
CCC(C)C(NC(=O)C1CCC(C)CC1)C(=O)Nc1cc(OC)ccc1OC (stereo not drawn)	3	8	-4	0.0	-15	96	0	3	1.0	-1
COCCn1c(SCC(=O)Nc2ccc(C)cc2)nc2c(oc3ccccc32)c1=O	-3	-1	-4	-0.1	6	100	6	-4	-1.5	3
NC(=O)c1ncn([C@@H]2O[C@H](CNC(=O)[C@@H](N)Cc3cccnc3)[C@@H](O)[C@H]2O)n1	1	9	-5	-0.2	nt	97	3	1	-2.0	3
CCOc1ccccc1NC(=O)c1ccc(S(=O)(=O)N(C)C)cc1	-3	3	-5	0.1	-3	97	-1	4	-0.3	3
CN(Cc1cnccn1)Cc1nc(Cc2ccccc2F)no1	-3	0	-7	0.0	2	87	-3	3	-0.1	10
O=C1N[C@H](Cc2ccccc2)COC(=O)[C@H](Cc2ccc(F)cc2)C/C=C\C[C@H]1CC(=O)N(CCO)Cc1ccccc1	0	12	-9	0.1	4	94	-1	4	-0.5	0
Cc1ccc(C)c(N2CCN(S(=O)(=O)c3cn(C)cn3)CC2)c1	0	0	-3	0.0	-3	102	-16	-2	-1.2	-4
COc1cccc(CNC(=O)C(=O)NCC2CCCN2S(=O)(=O)c2cc(C)ccc2C)c1 (stereo not drawn)	6	2	-7	0.0	-3	99	-3	-3	-2.7	0
NS(=O)(=O)c1cccc(NC(=O)CN2C(=O)C(=O)N(Cc3ccccc3)C2=O)c1	2	0	-10	0.0	13	98	1	0	-2.9	10
O=C(CN1CCN(c2ccccc2)CC1)Nc1ccc(-n2cnnn2)cc1	2	2	-9	0.0	2	83	0	-1	0.6	3
CCOC(=O)C1CCCN(C(=O)c2cccc(S(=O)(=O)N(Cc3ccccc3)c3ccccc3OC)c2)C1 (stereo not drawn)	2	2	-2	0.3	-7	89	-4	-1	0.6	4
CCCCCC(=O)N/N=C(\C)c1ccccn1	-5	61*	-4	0.8	5	99	0	-5	-2.5	4
COc1ccc(-c2cc(C(=O)N3CCOCC3)c3cc(C)ccc3n2)cc1	-2	4	-6	-0.3	-5	98	10	-2	-2.7	6
CCC(=O)c1ccc(OCC(O)CN2CC(C)OC(C)C2)cc1 (stereo not drawn)	-1	4	-3	0.1	2	90	11	3	2.2	11
Cc1ccc2nc(Cl)c(/C=N/Nc3nc(C)cc(C)n3)c(=O)n2c1	-6	11	-3	0.2	7	99	8	-2	-2.8	-57
COc1ccc(CN2CCNC(=O)C2CC(=O)NC2CCOCC2)cc1C (stereo not drawn)	2	-4	0	0.1	nt	97	4	1	-1.1	7
Cc1cc(S(=O)(=O)NCC(C)C)ccc1OCC(=O)NCC1CCCO1 (stereo not drawn)	1	1	-2	-0.2	-3	107	11	-2	0.1	6
CC(C)C[C@H]1CNC(=O)C(=O)N1C[C@H](C)NC(=O)Cc1ccccc1	-7	8	-5	0.0	-4	85	0	4	-1.3	-1

Continuation:
Key to letters – A = HTR2A ag; B = H9c2 protect; C = CaV13 ICDI inh; D = aDG glyco up; E = Vif inh; F = ABCB6 inh 2; G = PDI turbidity; H = N-glyco inh; I = MC4R ag barr; J = MC4R antagonist
> CCc1ccc2oc(C(=O)N3CCN(c4ccccc4OC)CC3)cc(=O)c2c1
  A = -5; B = -3; C = -19; D = 0.1; E = nt; F = 82; G = 0; H = 17; I = -1.7; J = -11
> Nc1ccc(-c2n[nH]c(=O)c3ccccc23)cc1N
  A = 0; B = 80*; C = -9; D = -0.2; E = -1; F = 98; G = 10; H = -1; I = -0.7; J = -2
> O=C(CCCn1c(=O)[nH]c2ccsc2c1=O)N1CCN(Cc2ccc3c(c2)OCO3)CC1
  A = 5; B = -3; C = nt; D = -0.2; E = -8; F = 99; G = 1; H = 2; I = 1.4; J = 2
> O=C1C=C(c2ccc(C(=O)O)cc2)C[C@@H](c2ccc(Cl)cc2)C1
  A = -2; B = 9; C = -11; D = 0.0; E = 11; F = 95; G = 3; H = 5; I = 0.1; J = 12
> C=CCn1cccc(C(=O)Nc2ccc(C)c(Cl)c2)c1=O
  A = 2; B = -9; C = -3; D = -0.1; E = -12; F = 94; G = 3; H = -2; I = -1.5; J = 13
> Cc1noc(C)c1COC(=O)Cc1ccc(Br)cc1
  A = 3; B = -4; C = -5; D = 0.3; E = -3; F = 94; G = -1; H = -1; I = 1.4; J = 1
> Cc1ccc(-n2c(SCC(=O)NC3CCS(=O)(=O)C3)nc3ccccc3c2=O)cc1 (stereo not drawn)
  A = -4; B = 2; C = -2; D = -0.4; E = -4; F = 88; G = 1; H = -1; I = -3.4; J = 5
> COc1ccccc1CNC(=O)CSc1ccc(-c2ccccn2)nn1
  A = 2; B = 2; C = -3; D = 0.0; E = -2; F = 103; G = 0; H = 0; I = -1.5; J = 0
> Cc1ccc(S(=O)(=O)N/N=C\c2cn(CC(N)=O)c3ccccc23)cc1
  A = 3; B = -3; C = -2; D = -0.1; E = nt; F = 103; G = -15; H = nt; I = -0.5; J = -4
> Cc1cc(C)nc(Nc2ccc(Cl)cc2C)n1
  A = 4; B = -3; C = -1; D = 0.0; E = 0; F = 104; G = -1; H = 15; I = 0.5; J = 1
> Cc1cs/c(=N\N=C\c2ccccc2)n1Cc1ccco1
  A = -2; B = -10; C = -17; D = -0.5; E = 2; F = 95; G = -4; H = -2; I = -0.9; J = 3

Arranged by molecular weight (lowest first): some entries from above
Key to letters – A = HTR2A ag; B = H9c2 protect; C = CaV13 ICDI inh; D = aDG glyco up; E = Vif inh; F = ABCB6 inh 2; G = PDI turbidity; H = N-glyco inh; I = MC4R ag barr; J = MC4R antagonist
> Nc1ccc(-c2n[nH]c(=O)c3ccccc23)cc1N
  A = 0; B = 80*; C = -9; D = -0.2; E = -1; F = 98; G = 10; H = -1; I = -0.7; J = -2
> Cc1cs/c(=N\N=C\c2ccccc2)n1Cc1ccco1
  A = -2; B = -10; C = -17; D = -0.5; E = 2; F = 95; G = -4; H = -2; I = -0.9; J = 3
> C=CCn1cccc(C(=O)Nc2ccc(C)c(Cl)c2)c1=O
  A = 2; B = -9; C = -3; D = -0.1; E = -12; F = 94; G = 3; H = -2; I = -1.5; J = 13
> O=C1C=C(c2ccc(C(=O)O)cc2)C[C@@H](c2ccc(Cl)cc2)C1
  A = -2; B = 9; C = -11; D = 0.0; E = 11; F = 95; G = 3; H = 5; I = 0.1; J = 12
> COc1ccccc1CNC(=O)CSc1ccc(-c2ccccn2)nn1
  A = 2; B = 2; C = -3; D = 0.0; E = -2; F = 103; G = 0; H = 0; I = -1.5; J = 0
> Cc1ccc(S(=O)(=O)N/N=C\c2cn(CC(N)=O)c3ccccc23)cc1
  A = 3; B = -3; C = -2; D = -0.1; E = nt; F = 103; G = -15; H = nt; I = -0.5; J = -4
> CCc1ccc2oc(C(=O)N3CCN(c4ccccc4OC)CC3)cc(=O)c2c1
  A = -5; B = -3; C = -19; D = 0.1; E = nt; F = 82; G = 0; H = 17; I = -1.7; J = -11
> Cc1ccc(-n2c(SCC(=O)NC3CCS(=O)(=O)C3)nc3ccccc3c2=O)cc1 (stereo not drawn)
  A = -4; B = 2; C = -2; D = -0.4; E = -4; F = 88; G = 1; H = -1; I = -3.4; J = 5

This is a random part of the collection; 3.6% or so of the library scored in one or more.
